Fluorescein fluor: fluorescein region autofluorescence; actives 0.91% (n = 59,000); max fluorescein-equivalent concentration, M; Compound autofluorescence, 480/540 nm, fluorescein-equivalent; hits give high values; in the data active means max fluorescein-equivalent concentration above about 10 nM; inconclusive means between about 1.1 nM and that limit
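Fluorescein stocks ranging 3 mM down to 300 nM, plus DMSO blanks, were pinned alongside compounds to build a per-plate standard curve. Buffer: 100 mM Tris, pH 8.0. Incubation 15 min, room temperature; filters 480/540 nm.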
Epigenetic mod: derepresses silenced GFP locus in mouse C127i cells. mouse C127i GFP locus derepression, cytometry, 30 h. Potency, µM (highest dose often 46.1 µM), for inactives: at the highest dose GFP derepression (activation). AID 597. actives 0.09% (n = 68,000); further: % of control where 0% means no effect
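Derepression screen: silenced CMV-GFP reporter in murine C127i cells, 30 h compound incubation at 37 C, washed cells imaged by laser-scanning cytometer to enumerate GFP-expressing objects of 20 to 120 um.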
HBB splice mod: modulators of hemoglobin beta chain splicing; HBB splicing reporter cell assay, activation; EGFP reporter with mutant IVS2-654 intron; response scale: normalised to 500 nM splice-correcting PNA; actives 0.06% (n = 65,000); Potency, µM (top dose mostly 46.1 µM), for the others: top-dose activation, hits mostly activators; AID 925; further: potency means the concentration at half of the fitted maximal effect; 0% is about no effect
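Compounds were applied for 2 days to HeLa EGFP-654 cells, 500/well in Optimem with 2% FCS. The reporter's EGFP is disrupted by mis-splicing of beta-globin intron IVS2-654. Readout: summed well GFP fluorescence from 488 nm laser scanning; reference was 500 nM antisense […] 654 PNA.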
Texas Red fluor: Texas Red region autofluorescence; Compound fluorescence, Texas Red channel, 547/618 nm; hits give high values; max dye-equivalent concentration, M; actives 0.06% (n = 59,000); AID 587; in the data active means max dye-equivalent concentration above about 10 nM; inconclusive means between about 1.1 nM and that limit
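Compound titrations in 100 mM Tris pH 8.0 were incubated 15 min at room temperature and read at 547 nm excitation / 618 nm emission. Texas Red six-point standard curve on each plate converted fluorescence to dye-equivalent concentration.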
CRE-bla Fsk: modulators of forskolin-stimulated CRE signaling in CHO cells; Potency, µM (series often up to 38.2 µM), inactives show at the highest dose activity change, negative = inhibition, most hits filed as activators; actives 2.5% (n = 71,000); CHO CRE-bla reporter (cAMP response element driving beta-lactamase), forskolin EC10, beta-lactamase ratio; active means well fitted activation curve with a large enough effect in the signal ratio, with a control signal flat, not every such curve was filed as active; inconclusive means small, poorly fitted or top-dose-only effect, or effect the other way, or a change in a side signal; the % refers to the signal ratio; further: potency means the concentration at half of the fitted maximal effect; % of control where 0% means no effect
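Reporter-gene assay: CHO cells with beta-lactamase behind cAMP responsive elements, co-treated with compound and EC10 NKH 477 for 3 hours at 37 degrees Celsius. Activity came from the 460/530 nm CCF4 emission ratio.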
Hsp90 Hop PPI: changes Hsp90-Hop TPR2A binding signal, up or down; Potency, µM (highest dose often 57 µM), inactives show at the highest dose activity change, negative = inhibition; actives 0.44% (n = 71,000); AID 595; AlphaScreen TPR2A-His6 binding biotin-Hsp90 C-terminal peptide; active means well fitted curve in either direction with a large enough effect; inconclusive means small, poorly fitted or top-dose-only effect, or another doubt; further: potency means the concentration at half of the fitted maximal effect; on the % scale 0 is the no-effect control and ±100 the full control effect; many of its hits are not listed in these tables
4-MU autofl: compound fluoresces in the 4-MU spectral region. AID 589. max dye-equivalent concentration, M. actives 11% (n = 59,000). compound autofluorescence, 340/450 nm, 4-MU equivalents; hits give high values; in the data active means max dye-equivalent concentration above about 10 nM; inconclusive means mostly about 1.1 nM to 9.6 nM
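Intrinsic fluorescence at 340/450 nm (ex/em) was read after 15 min at room temperature in pH 8.0, 100 mM Tris. Each compound concentration expressed as 4-MU-equivalent concentration from a six-point 4-MU standard series on each plate.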
A350 fluor: compound fluoresces in the Alexa 350 spectral region; actives 11% (n = 59,000); Compound autofluorescence, 340/450 nm, Alexa 350 dye-equivalents; hits give high values; AID 590; max dye-equivalent concentration, M; in the data active means max dye-equivalent concentration above about 10 nM; inconclusive means mostly about 1.1 nM to 9.6 nM
ERK AVP block: blocks ERK signaling stimulated by vasopressin. HEK293-V1b, vasopressin-stimulated pERK AlphaScreen. Potency, µM (top dose mostly 57.5 µM), inactives show at the top dose activity, negative = inhibition, usual class: inhibitors. actives 0.99% (n = 72,000). AID 995; further: potency means the concentration at half of the fitted maximal effect; on the % scale 0 is the no-effect control and ±100 the full control effect; nearly all actives have a fitted effect of over 55% in size
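Overnight-seeded V1b-HEK293 cells in 1% FBS got compound, then vasopressin (25 nM final, 5 min, 37C), then lysis buffer. AlphaScreen detection of phospho-ERK; activity normalized to basal and full-stimulation controls.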
Ub-GFP proteasome: inhibits proteasome, raising ubiquitin-GFP reporter fluorescence | Ubiquitin-GFP reporter cells, proteasome inhibition, GFP fluorescence; response scale: untreated = 0%, 10 µM MG-132 = 100% | Potency, µM (titrated, usually from 45.9 µM), for the others: at the top dose activation (GFP accumulation), most hits filed as activators | 67,000 tested, under 10 active; active means well fitted activation curve with a large enough effect, not every such curve was filed as active; inconclusive means small, poorly fitted or top-dose-only effect, or another doubt; inactive means no such curve, though single readings can be large or run the other way; further: potency means the concentration at half of the fitted maximal effect
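U2OS cells stably expressing ubiquitin(G76V)-GFP, seeded overnight in 0.5% FBS medium, were exposed to compounds (qHTS, 46 uM to 2.9 nM) for 4 hr at 37 °C. GFP-positive cells were counted by laser cytometry (488 ex/515 em), normalized between basal and 10 uM MG-132.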
Luciferase inh: inhibitors of firefly luciferase | P08659 | purified firefly luciferase, luminescence, 8 min | Potency, µM (series often up to 57.1 µM), for inactives: at the highest dose activity change, negative = inhibition, hits mostly inhibitors | actives 2.2% (n = 72,000) | AID 411; further: potency means the concentration at half of the fitted maximal effect; on the % scale 0 is the no-effect control and ±100 the full control effect; nearly all actives have a fitted effect of over 40% in size
Target sequence (P08659 whole entry, looked up): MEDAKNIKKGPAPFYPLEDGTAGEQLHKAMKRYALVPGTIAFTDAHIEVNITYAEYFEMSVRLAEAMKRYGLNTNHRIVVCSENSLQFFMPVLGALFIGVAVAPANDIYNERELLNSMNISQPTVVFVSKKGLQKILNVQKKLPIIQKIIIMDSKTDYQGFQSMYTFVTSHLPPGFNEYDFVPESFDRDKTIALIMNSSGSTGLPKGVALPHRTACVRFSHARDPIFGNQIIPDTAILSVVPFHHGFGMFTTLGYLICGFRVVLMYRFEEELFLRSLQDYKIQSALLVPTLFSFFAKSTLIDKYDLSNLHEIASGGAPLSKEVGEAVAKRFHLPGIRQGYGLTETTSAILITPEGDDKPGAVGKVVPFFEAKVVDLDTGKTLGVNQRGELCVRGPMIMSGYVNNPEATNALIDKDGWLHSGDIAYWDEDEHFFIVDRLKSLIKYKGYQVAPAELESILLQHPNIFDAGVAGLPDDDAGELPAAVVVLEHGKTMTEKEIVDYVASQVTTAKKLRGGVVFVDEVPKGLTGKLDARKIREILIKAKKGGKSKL
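qHTS concentration-response profiling: light output of P. pyralis luciferase with luciferin and 10 uM ATP, imidazole buffer pH 7.2. Read by luminescence after 8-min room-temperature incubation.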
Numbers without * were called inactive; i = inactive; ? = inconclusive; . = not tested or not shown; & = joins results of further samples; [ ] = dose if it differs, or a comment. Unless noted, the call rests on the fitted dose curve; in most records, active means well fitted curve in the direction sought with a large enough effect; inconclusive means small, poorly fitted or top-dose-only effect, or another doubt; inactive means no such curve, though single readings can be large; an effect the other way counts as inactive or inconclusive.

Fields – Fluorescein fluor | Epigenetic mod | HBB splice mod | Texas Red fluor | CRE-bla Fsk | Hsp90 Hop PPI | 4-MU autofl | A350 fluor | ERK AVP block | Ub-GFP proteasome | Luciferase inh
CC(=O)N1CCc2cc(S(=O)(=O)NCCC(=O)NCCc3ccccc3)ccc21
  i | 2% | -1.5% | i | -5% | 1% | i | i | -11% | -9% | 0%
CCN1CCC[C@@H]1CNC(=O)c1cc(S(N)(=O)=O)ccc1OC
  ? | -1%&-1%&0% | 0.1%&0.4% | i | ? | 1%&-3%&-6% | i | i | 12% | 6%&11%&4% | -1%&-3%&4%
CSC1=C(C#N)C(c2ccc(C)cc2)C2=C(CCCC2=O)N1 (stereo unspecified)
  ? | -5% | -0.4% | i | -10% | 0% | 2.9e-08M* | 3.4e-08M* | 3% | -6% | -1%
Cc1cccc(NC(=O)c2cc(NC(=O)C3CCCCC3C(=O)O)ccc2N2CCCCC2)c1 (stereo unspecified)
  i | 0% | 0.6% | i | -5% | -6% | i | i | 17% | 2% | 2%
CCc1ccc2c(c1)N(C[C@H](C)CN(C)C)c1ccccc1S2
  i | 6%[9.22 µM] | 1.8%[9.22 µM] | i | -6%[7.6 µM] | -9%[11 µM] | i | i | 11%[11.5 µM] | -2%[9.17 µM] | 4%[11.4 µM]
c1ccc(CNc2ncnc3ccc(-c4cccnc4)cc23)cc1
  ? | 0%[9.22 µM] | -1.6% | i | ? | -6% | i | i | ? | -4% | 0%[2.29 µM]
c1ccc2c(CCNc3ncnc4nc[nH]c34)c[nH]c2c1
  . | . | -0.9% | . | -13% | 1% | . | . | . | 6% | 2%
O=C(OCc1cc2ccccc2[nH]c1=O)c1ccncc1
  ? | 0% | 6.0%[1.84 µM] | ? | 12% | -3% | i | i | -10% | 9% | -1%
COc1ccccc1-n1cnnc1SC1CCOC1=O (stereo unspecified)
  i | 0% | -1.8% | i | -11% | -3% | i | ? | -2% | -1% | -3%
N#CC1=C2SCN(Cc3ccccc3)CN2C(=O)CC1c1ccc2c(c1)OCO2 (stereo unspecified)
  i | 4% | 1.2%[0.369 µM] | i | ? | -8% | i | ? | -12% | 3% | -6%
N#Cc1c(NC(=O)c2ccncc2)sc2c1CCC2
  i | 0% | 1.1% | i | -5% | -19% | i | i | -9% | -1% | 20µM*
C/C(NCCCn1ccnc1)=C(\C#N)C(N)=O
  ? | 2% | 4.5%[0.369 µM] | i | -7% | ? | 2.8e-08M* | 2.4e-08M* | -3% | 4% | 3%
CC(C)COCC1CC2(CC(C)C(=O)CC2=O)C(=O)O1 (stereo unspecified)
  i | 0% | . | i | 2% | -3% | i | i | 9% | 6% | 1%
Cc1cc(C)cc(CC2CC(=O)N(c3nc(C)cc(C)n3)C2=O)c1 (stereo unspecified)
  i | -2% | . | i | 0% | 4% | i | i | -13% | -4% | 3%
COc1ccc(NC2=C(C(C)=O)C(c3ccc4c(c3)OCO4)C(C(C)=O)C(C)(O)C2)cc1 (stereo unspecified)
  ? | 2% | -1.0% | i | ? | -4% | i | i | 12% | -6% | -10%
O=C(C1CCN(S(=O)(=O)c2ccc(F)cc2)CC1)N1CCOCC1
  . | 0% | 1.6% | . | -3% | ? | . | . | 15% | -20% | 0%
CC(=O)c1c(C)[nH]c(C(=O)NC2=NCCS2)c1C
  ? | 1% | -0.7% | i | 9% | -5% | i | i | 4% | -1% | -5%
COc1ccc(-c2c(C(F)(F)F)oc3c(CN4CCN(C)CC4)c(O)ccc3c2=O)cc1
  ? | 0% | 2.6%[0.369 µM] | ? | -4% | -5% | ? | 1.1e-08M* | -9% | -1% | 2%
CC(C)Cc1nc2n[nH]c(N)c2c2c1CCC2
  i | 0%[20.6 µM] | . | i | . | . | i | i | . | . | -3%[25.5 µM]
O=C(O)CN(c1ccc2c(c1)OCCO2)S(=O)(=O)c1ccccc1
  i | 2% | 1.4% | i | ? | -4% | 1.6e-08M* | 1.5e-08M* | -3% | -12% | 3%

Later entries.
Fields – Fluorescein fluor | Epigenetic mod | HBB splice mod | Texas Red fluor | CRE-bla Fsk | Hsp90 Hop PPI | 4-MU autofl | A350 fluor | ERK AVP block | Ub-GFP proteasome | Luciferase inh
Cc1[nH]c(=O)[nH]c(=O)c1S(=O)(=O)N1CCCC(C(=O)N2CCN(c3ccccc3Cl)CC2)C1 (stereo unspecified)
  ? | 0% | -0.7% | i | -24% | ? | i | i | 15% | -7% | 5%
CN(Cc1ccccc1)c1nc2c(c(=O)n(C)c(=O)n2C)n1CCCc1ccccc1
  i | -2% | 2.0%[0.369 µM] | i | -14% | -9% | i | i | 20µM* | . | -1%
COCC(=O)Nc1nnc(CCc2ccccc2)s1
  i | 0% | . | ? | 1% | 0% | i | i | -13% | -5% | 3%
CC1CCN(C(=O)C(Cc2ccccc2)n2cccc2)CC1 (stereo unspecified)
  . | 0% | -0.6% | . | 6% | -5% | . | . | -28% | -6% | -4%
Cc1nc2sccn2c(=O)c1CCN1CCC(=C(c2ccccc2)c2ccc(F)cc2)CC1
  i | -2%[20.6 µM] | 1.3% | i | ? | ? | i | i | -7% | 3%&-7% | 1%[25.5 µM]
CCOC(=O)CNC(=O)Cn1cnc2c(nnn2-c2cccc(Cl)c2)c1=O
  i | 0% | -1.0% | i | ? | -3% | i | i | -22% | 3% | 2%
CCOc1ccc(S(=O)(=O)N(CC(N)=O)c2ccc(C)cc2)cc1
  i | -3% | 0.1% | i | 8% | -4% | ? | ? | -4% | 0% | 2%
Cc1nn(CC(=O)NCc2ccccc2)c(=O)c2ccccc12
  i | -2% | . | i | -1% | -2% | i | i | -17% | -4% | -1%
C/C(N)=C(/C#N)C(=O)COC(=O)c1ccncc1
  ? | -2% | -2.8% | i | -6% | -3% | i | i | 4% | 3% | -33%
CC(=O)[C@@H]1[C@H]2[C@@H](C(=O)[C@H]3OC[C@H]2O3)[C@@H]2C=Cc3ccccc3N12
  1.1e-08M* | 0%[9.22 µM] | . | ? | -9% | ? | ? | ? | . | 1% | -14%[11.4 µM]
O=C(CN(Cc1ccco1)C(=O)CNS(=O)(=O)c1ccc(Cl)cc1)NC1CCCCC1
  i | 0% | . | ? | ? | 0% | i | i | -1% | 1% | -3%
COc1ccc(C2C(C(N)=O)=C(C)Nc3ncnn32)cc1 (stereo unspecified)
  i | 0% | -2.6% | ? | ? | -5% | i | ? | 3% | 3% | -7%
COC(=O)c1c(C(C)=O)cnc2ccc(Br)cc12
  ? | 4% | -4.3% | i | ? | 4% | i | i | -1% | 11% | 0%
CN(CCc1ccccn1)c1ccc2c(c1)Cc1ccccc1-2
  ? | 3%[9.22 µM] | 3.2%[9.22 µM] | i | -4%[7.6 µM] | -7%[11 µM] | i | i | -5%[11.5 µM] | 1%[9.17 µM] | -6%[11.4 µM]
CC1=C(C(=O)OC2CCCCCCC2)C(c2ccc(O)cc2)NC(=O)N1 (stereo unspecified)
  . | -2% | -1.3%[9.22 µM] | . | 1% | -6% | . | . | ? | -12% | -1%
O=C(CSc1nnc(-c2cccnc2)n1Cc1ccco1)c1ccccc1
  i | 0% | -0.8% | i | ? | -9% | i | i | -17% | 7% | 0%
CCOC(=O)C1CCCN(C(=O)CS(=O)(=O)Cc2ccccc2)C1 (stereo unspecified)
  i | 3% | -0.7% | i | -2% | -3% | i | i | -10% | -5% | 1%
CCn1c(SCc2nc3ccccc3[nH]2)nnc1-c1ccncc1
  i | 0% | -1.4% | i | 23% | -6% | 1.2e-08M* | 1e-08M* | -15% | 4% | 0%
O=C(c1csnn1)N1CCC2(CCN(Cc3nccs3)CC2)CC1
  ? | 21%[9.22 µM] | -0.1% | i | 5% | -2% | i | i | 11% | 0% | 1%[11.4 µM]
O=c1c(-c2ccc(F)c(F)c2)nc2cncnc2n1Cc1ccc(F)cc1
  i | -3%[9.22 µM] | 0.2% | i | 18% | -12% | ? | ? | ? | -9% | 1%[11.4 µM]

(listing goes on)
Fields – Fluorescein fluor | Epigenetic mod | HBB splice mod | Texas Red fluor | CRE-bla Fsk | Hsp90 Hop PPI | 4-MU autofl | A350 fluor | ERK AVP block | Ub-GFP proteasome | Luciferase inh
O=C(NC1CCCCC1)c1sc(=S)n2c1[nH]c(=O)c1ccccc12
  ? | -1% | -1.8% | i | ? | -3% | i | i | 10% | -10% | 1%
COc1ccccc1-n1c(C)nc(=O)c(-c2ccccc2)c1C
  ? | -2% | -5.1% | i | -7% | -6% | i | i | -7% | -2% | -1%
CN1CCN(c2ncc3ncc(=O)n(CCC#N)c3n2)CC1
  i | 5%[9.22 µM] | 3.2% | i | -1% | -1% | 2.7e-08M* | 3.4e-08M* | 6% | 1% | 0%[11.4 µM]
COc1ccc(CNc2cc(-c3cccnc3)ncn2)c(OC)c1
  ? | 3%[9.22 µM] | -1.4% | i | ? | -7% | i | i | -23% | 1% | 1%[2.29 µM]
Cc1ccc(-c2cc(C)nc3ncnn23)cc1
  . | -2% | 0.8% | . | 21% | -1% | . | . | 9% | -6% | 0%

This is a subset; count on the stated rates, not on these rows.
